High-throughput results from PubChem.
AmpC inh no detg: inhibitors of E. coli AmpC beta-lactamase without detergent; P00811; AmpC nitrocefin hydrolysis, absorbance 480 nm, 0.0001% Triton; Potency, µM (series often up to 57.1 µM), for inactives: at the top dose activity change, negative = inhibition, usual class: inhibitors; 330,000 compounds, 0.52% hits;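 also: potency is read from the fitted curve at half-maximal effect; plate controls were no compound for no effect and no enzyme for full effect; nearly all actives have a fitted effect of over 20% in size; some results filed as inactive show a strong effect at the top dose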
Target sequence (P00811 whole entry, looked up): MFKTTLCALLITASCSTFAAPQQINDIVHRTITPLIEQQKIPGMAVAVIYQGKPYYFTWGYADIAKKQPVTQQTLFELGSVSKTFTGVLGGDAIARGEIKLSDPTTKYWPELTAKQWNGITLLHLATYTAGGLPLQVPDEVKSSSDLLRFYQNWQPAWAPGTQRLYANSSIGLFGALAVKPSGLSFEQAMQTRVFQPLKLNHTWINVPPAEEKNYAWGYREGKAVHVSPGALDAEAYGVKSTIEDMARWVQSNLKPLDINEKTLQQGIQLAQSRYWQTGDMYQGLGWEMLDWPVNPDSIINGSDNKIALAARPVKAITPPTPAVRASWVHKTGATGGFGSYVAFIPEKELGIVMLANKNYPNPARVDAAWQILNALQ
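20 mM phosphate pH 7.0 + 0.01% (detergent screen) or 0.0001% Triton X-100; 5.3 nM AmpC reagent; cpd preinc 15 min RT; nitrocefin (800 uM stock) to start; A480 q20 s × 4 min; Activity was normalised to no-enzyme and no-compound control wells.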
AmpC inh detg: blocks E. coli AmpC beta-lactamase in detergent assay. AmpC hydrolysis of nitrocefin, absorbance 480 nm, 0.01% Triton. AID 485294. Potency, µM (highest dose often 114 µM), without a hit: top-dose activity change, negative = inhibition, hits mostly inhibitors. P00811. 370,000 compounds, 0.041% hits;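 also: potency is read from the fitted curve at half-maximal effect; 0% = no-compound wells and -100% = no-enzyme wells; nearly all actives have a fitted effect of over 25% in size; some results filed as inactive show a strong effect at the top dose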
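20 mM phosphate pH 7.0 + 0.01% (detergent screen) or 0.0001% Triton X-100; 5.3 nM AmpC reagent; cpd preinc 15 min RT; nitrocefin (800 uM stock) to start; A480 q20 s × 4 min; Activity was normalised to no-enzyme and no-compound control wells.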
LmPK inh: inhibitors of Leishmania mexicana pyruvate kinase; Q27686; purified LmPK, Kinase-Glo ATP luminescence, 1 h; Potency, µM (series often up to 57.5 µM), inactives show at the highest dose activity change, negative = inhibition, actives largely listed as inhibitors; 290,000 compounds, 0.37% hits; also: potency is read from the fitted curve at half-maximal effect
Target sequence (Q27686 whole entry, looked up): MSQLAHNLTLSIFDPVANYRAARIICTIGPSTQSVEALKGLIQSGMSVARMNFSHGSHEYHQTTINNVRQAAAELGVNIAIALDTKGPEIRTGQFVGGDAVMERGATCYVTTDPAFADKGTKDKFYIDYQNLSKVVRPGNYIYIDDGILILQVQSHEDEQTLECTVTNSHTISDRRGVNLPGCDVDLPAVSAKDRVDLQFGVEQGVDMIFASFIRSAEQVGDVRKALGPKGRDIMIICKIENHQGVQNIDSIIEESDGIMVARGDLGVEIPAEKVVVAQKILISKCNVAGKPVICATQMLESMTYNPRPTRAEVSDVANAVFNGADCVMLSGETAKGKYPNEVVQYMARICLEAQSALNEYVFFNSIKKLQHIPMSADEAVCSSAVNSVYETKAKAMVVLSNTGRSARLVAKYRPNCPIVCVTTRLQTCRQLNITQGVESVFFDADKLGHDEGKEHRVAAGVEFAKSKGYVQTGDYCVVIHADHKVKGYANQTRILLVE
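ATP generated from ADP (0.1 mM) and PEP (0.5 mM) by 0.1 nM LmPK over 1 h at room temperature (pH 7.2 imidazole buffer) was detected by coupled luciferase luminescence. Values were normalized to uninhibited and no-enzyme wells.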
TbPYK inhibitor: blocks Trypanosoma brucei pyruvate kinase | Q57TT1 | TbPYK enzyme, Kinase-Glo Plus ATP luminescence, 45 min | Potency, µM (series often up to 76.8 µM), for the others: at the highest dose activity, negative = inhibition, most hits filed as inhibitors | 410,000 compounds, 0.12% hits | AID 624173; also: potency is read from the fitted curve at half-maximal effect; nearly all actives have a fitted effect of over 50% in size
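Enzyme and substrate buffer are dispensed first and compound is pin-transferred. ADP at 130 uM final then starts the reaction, which runs 45 min at room temperature. Detection reagent is added for 10 min before luminescence is imaged.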
AMA1 RON2 block: AMA1-RON2 (P. falciparum) interaction inhibition. 360,000 compounds, 0.2% hits. AlphaScreen AMA1-biotinylated RON2 peptide binding. Potency, µM (doses to about 58.2 µM), inactives show at the highest dose activity change, negative = inhibition, hits mostly inhibitors;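 also: potency is read from the fitted curve at half-maximal effect; 0% = vehicle wells and -100% = peptide control; nearly all actives have a fitted effect of over 45% in size; some results filed as inactive show a strong effect at the top dose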
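AMA1 (3D7) with his tag at 25 nM final met compounds first, then biotinylated RON2 peptide at 25 nM; detection used donor plus acceptor beads, 10 µg/mL apiece, read by AlphaScreen after 30 min at room temperature.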
HCMV inh: blocks human cytomegalovirus replication. HFF cells, HCMV-luciferase reporter, 72 h; active compounds read low. AID 1259415. activity change, negative = inhibition, % at 57.5 µM. 410,000 compounds, 4.5% hits; in the data active = activity change below about -60%; inconclusive = no clear call, values can overlap the other calls; inactive = above about -39%
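Human foreskin fibroblasts infected with luciferase-reporter HCMV at MOI 1 PFU/cell, compounds at two doses. Luciferase measured 72 h post infection; normalized to buffer-only basal and Salinomycin (10uM) controls.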
HCV inh: inhibitors of hepatitis C virus infection; Huh7.5.1 HCVcc-Cre infection, luciferase reporter, 44 h; Potency, µM (series often up to 41.8 µM), for inactives: top-dose activity change, negative = inhibition, most hits filed as inhibitors; 340,000 compounds, 3.4% hits; AID 651820; also: potency is read from the fitted curve at half-maximal effect
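HCVcc-Cre virus at an moi near 0.5 was added right after compound to cells cultured 4 h from seeding (1,000 cells/well). Luciferase activity was determined 44 h later, 15 min after substrate addition at RT.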
The depositor's hits bear a star; [ ] = another dose, or the depositor's remark. Unless noted, calls follow the shape of the dose curve; as a rule, active = well fitted curve in the direction sought with a large enough effect; inconclusive = small, poorly fitted or top-dose-only effect, or another doubt; inactive = no such curve, though single readings can be large; an effect the other way counts as inactive or inconclusive. Unless noted, % is scaled to controls: 0 for no effect and ±100 for the full control effect.

For O=C(C1CC(=O)N(C2CCCCCCC2)C1)N1CCC2(CC1)OCCO2 (configuration not stated) the results were AmpC inh no detg 2%, AmpC inh detg 4%, LmPK inh 4%, TbPYK inhibitor 0%, AMA1 RON2 block -6%, HCMV inh -8 and HCV inh 10%.
For COc1ccc(S(=O)(=O)NCCSCc2ccco2)cc1OC the results were AmpC inh no detg -27%, AmpC inh detg 1%, LmPK inh 8%, TbPYK inhibitor -3%, AMA1 RON2 block 4%, HCMV inh 8 and HCV inh 6%.
`Cc1ccc(N(CC(=O)Nc2cc(Cl)ccc2Oc2ccccc2)S(C)(=O)=O)cc1C` gave AmpC inh no detg 5%, AmpC inh detg 2%, LmPK inh 9%, TbPYK inhibitor -7%, AMA1 RON2 block -11%, HCMV inh -9 and HCV inh inconclusive.
For CC(=O)Nc1ccccc1OP1(=O)COc2ccccc2OC1 the results were AmpC inh no detg -15%, AmpC inh detg -3%, LmPK inh 0%, TbPYK inhibitor 0%, AMA1 RON2 block 9%, HCMV inh -21 and HCV inh 9%.
For C[C@@H]1CN([C@H](C)CO)C(=O)CCCn2nncc2CO[C@@H]1CN(C)S(=O)(=O)c1ccccc1F the results were TbPYK inhibitor 2%, AMA1 RON2 block -17% and HCMV inh -23.
For COc1ccc(C(=O)[C@@H]2CC[C@](C)(C(=O)O)C2(C)C)cc1 the results were AmpC inh no detg -10%, AmpC inh detg -1%, TbPYK inhibitor -11%, AMA1 RON2 block 7%, HCMV inh -6 and HCV inh 20%.
Screening CCOc1ccc(N(C(C)C(=O)N/N=C(\C)C(C)(C)C)S(C)(=O)=O)cc1 (configuration not stated) returned AmpC inh no detg -3%, AmpC inh detg -4%, LmPK inh -1%, TbPYK inhibitor 8%, AMA1 RON2 block 11%, HCMV inh inconclusive and HCV inh 7%.
CC(=O)Nc1ccc(NC(=O)C(C)OC(=O)CN2C(=O)C3CCCCC3C2=O)cc1 (configuration not stated) was read as AmpC inh no detg -5%, AmpC inh detg 0%, TbPYK inhibitor -3%, AMA1 RON2 block 3%, HCMV inh -26 and HCV inh -4%.
For COc1ccc(/C=N\NC(=O)C2COc3ccccc3O2)cc1O (configuration not stated) the results were AmpC inh no detg -41%, AmpC inh detg 1%, LmPK inh 1%, TbPYK inhibitor 1%, AMA1 RON2 block 73%[activator], HCMV inh 0 and HCV inh 17%.
For CS(=O)(=O)N1CCCC(C(=O)N2CCC3(CC2)OCCO3)C1 (configuration not stated) the results were AmpC inh no detg -25%, AmpC inh detg inconclusive, LmPK inh 0%, TbPYK inhibitor 2%, AMA1 RON2 block 2%, HCMV inh 55 and HCV inh 8%.

Brought forward from above: two entries; new compounds follow.
For COc1ccc(/C=N\NC(=O)C2COc3ccccc3O2)cc1O (configuration not stated) the results were AmpC inh no detg -41%, AmpC inh detg 1%, LmPK inh 1%, TbPYK inhibitor 1%, AMA1 RON2 block 73%[activator], HCMV inh 0 and HCV inh 17%.
For CS(=O)(=O)N1CCCC(C(=O)N2CCC3(CC2)OCCO3)C1 (configuration not stated) the results were AmpC inh no detg -25%, AmpC inh detg inconclusive, LmPK inh 0%, TbPYK inhibitor 2%, AMA1 RON2 block 2%, HCMV inh 55 and HCV inh 8%.
Screening Cc1cc(NC(=O)c2ccc(Cl)cc2Cl)n(-c2ccccc2)n1 returned AmpC inh no detg -7%, TbPYK inhibitor -3%, AMA1 RON2 block 3%, HCMV inh 2 and HCV inh inconclusive.
For Cc1cccc(-n2c(=S)[nH]c3c(oc4ccccc43)c2=O)c1 the results were AmpC inh no detg -37%, AmpC inh detg 2%, LmPK inh -4%, TbPYK inhibitor -20%, AMA1 RON2 block 68%[activator], HCMV inh 11 and HCV inh inconclusive.
Cc1c(-c2ccccc2)[n+](=O)c2c(n1[O-])CCCCC2 was read as AmpC inh no detg -17%, AmpC inh detg -15%, LmPK inh -3%, TbPYK inhibitor -9%, AMA1 RON2 block 9%, HCMV inh -25 and HCV inh -1%.
CCN1CCN(Cc2c(O)ccc3cc(-c4ccc(OC)cc4)c(=O)oc23)CC1 was read as AmpC inh detg 17%, TbPYK inhibitor -24% and HCMV inh 17.
Cc1cc(C(=O)N/N=C/c2cccnc2)cs1 was read as AmpC inh no detg -10%, AmpC inh detg inconclusive, LmPK inh -1%, TbPYK inhibitor -8%, AMA1 RON2 block -3%, HCMV inh 0 and HCV inh -41%.
For CN(C)CCCN(C(=O)c1ccc(S(=O)(=O)N2CCc3ccccc3C2)cc1)c1nc2ccc(F)cc2s1 the results were AmpC inh no detg 197%[activator], AmpC inh detg -6%, LmPK inh 5%, TbPYK inhibitor 1%, AMA1 RON2 block inconclusive, HCMV inh 14 and HCV inh inconclusive.
Screening COc1ccc(CN(C(=O)/C=C/c2ccccc2Cl)C2CCS(=O)(=O)C2)cc1 (configuration not stated) returned AmpC inh no detg 64%[activator], AmpC inh detg -6%, LmPK inh -1%, TbPYK inhibitor 1%, AMA1 RON2 block 5%, HCMV inh -26 and HCV inh -13%.
`CCCCCCCCN1C(=O)[C@H](CC(=O)NCc2cccc(C(F)(F)F)c2)C[C@@]2(C(=O)OCC)CCCC=C12` gave TbPYK inhibitor -3%, AMA1 RON2 block 3% and HCMV inh -33.
For CC(N)c1csc(Nc2ccc(C(=O)c3ccccc3)cc2)n1 (configuration not stated) the results were TbPYK inhibitor 4%, AMA1 RON2 block 57%[activator] and HCMV inh -13.
`CCc1nc2c(OCc3cc(Cl)cc(Cl)c3)cccn2c1N(C=O)Cc1ccc(OC)cc1` gave TbPYK inhibitor 0%, AMA1 RON2 block 0% and HCMV inh -1.
`O=C(C1CCCN(Cc2cccc(F)c2)C1)N1CCCCC1` (configuration not stated) gave AmpC inh no detg -17%, AmpC inh detg -1%, LmPK inh -4%, TbPYK inhibitor 13%, AMA1 RON2 block -23%, HCMV inh -4 and HCV inh 10%.
For CNC(=S)NNC(=O)c1sccc1OCc1ccc(Cl)cc1Cl the results were AmpC inh no detg -24%, AmpC inh detg 2%, LmPK inh 0%, TbPYK inhibitor -28%, AMA1 RON2 block 53%[activator], HCMV inh 8 and HCV inh -1%.
Cc1ccccc1-c1nc(CS(=O)(=O)CC(=O)NCCCN2CCCC2=O)c(C)o1 was read as AmpC inh no detg 39%, AmpC inh detg -13%, LmPK inh 2%, TbPYK inhibitor -14%, AMA1 RON2 block 12%, HCMV inh -3 and HCV inh 0%.
Screening Cc1ccc(NC(=O)CNC(=O)Cc2cccc3ccccc23)c(O)c1 returned AmpC inh no detg -13%, AmpC inh detg inconclusive, TbPYK inhibitor 0%, AMA1 RON2 block -9%, HCMV inh 5 and HCV inh 1%.
For Cc1cccc(OC(=O)c2sc3ncn(C)c(=O)c3c2C)c1 the results were AmpC inh no detg 114%[activator], AmpC inh detg inconclusive, LmPK inh 1%, TbPYK inhibitor 4%, AMA1 RON2 block 2%, HCMV inh inconclusive and HCV inh -6%.
`COc1ccc(C(=O)NC(=O)COC(=O)CCS(=O)(=O)c2ccc(C)cc2)cc1` gave AmpC inh no detg 8%, AmpC inh detg -18%, TbPYK inhibitor 3%, AMA1 RON2 block -7%, HCMV inh -15 and HCV inh 2%.
For COc1ccc(N/N=C(/C(C)=O)N2CCCc3ccccc32)cc1 the results were AmpC inh no detg -10%, AmpC inh detg -5%, LmPK inh 9%, TbPYK inhibitor -8%, AMA1 RON2 block 16µM*, HCMV inh -2 and HCV inh -58%.
For COc1cc(/C=C2\C=CC(=O)O2)cc(OC)c1 the results were AmpC inh no detg -21%, AmpC inh detg -16%, LmPK inh -4%, TbPYK inhibitor 3%, AMA1 RON2 block 12%, HCMV inh 21 and HCV inh inconclusive.
For COc1cccc(-c2ccc(=O)n(CC(=O)Nc3ccc(S(=O)(=O)NCC(C)C)cc3)n2)c1 the results were AmpC inh no detg -4%, AmpC inh detg 2%, LmPK inh 0% and HCMV inh 58.
For CC[C@@H](C)[C@@H]1CN([C@@H](CN2CCC[C@H]2CN2C(N)=NC[C@H]2C(C)C)C(C)C)C(=N)N1CCCC1CCCC1 the results were AmpC inh no detg 49%, TbPYK inhibitor 2%, AMA1 RON2 block 15%, HCMV inh inconclusive and HCV inh inconclusive.
For COC(=O)c1ccc(COC(=O)C(NC(=O)Cc2ccccc2)C(C)C)cc1 (configuration not stated) the results were AmpC inh no detg -17%, AmpC inh detg -15%, TbPYK inhibitor 3%, AMA1 RON2 block 6%, HCMV inh -2 and HCV inh 14%.
For COc1ccc(-n2c(-c3ccc(OC)c(OC)c3)n[nH]c2=S)cc1 the results were AmpC inh no detg -17%, AmpC inh detg 7%, LmPK inh 20µM*, TbPYK inhibitor 4µM*, AMA1 RON2 block 75%[activator], HCMV inh 7 and HCV inh 5%.
For COc1cc(NS(=O)(=O)c2cc(Br)cc3c2N(C(C)=O)C(C)C3)cc(OC)c1 (configuration not stated) the results were AmpC inh detg -9%, TbPYK inhibitor -1% and HCMV inh inconclusive.
For Cc1cc2n(n1)C(c1cn(-c3ccccc3)nc1C)Nc1ccccc1-2 (configuration not stated) the results were AmpC inh no detg 19%, AmpC inh detg -12%, LmPK inh -3%, TbPYK inhibitor -3%, AMA1 RON2 block 2%, HCMV inh -26 and HCV inh -22%.
`COC(=O)CSc1nc(N)nc(C)c1Br` gave AmpC inh no detg -9%, AmpC inh detg inconclusive, LmPK inh -4%, TbPYK inhibitor -21%, AMA1 RON2 block 17%, HCMV inh 5 and HCV inh 4%.
For NC(=O)CNC(=O)[C@@H]1CC2(CC(c3ccc(Cl)cc3)=NO2)CN1C(=O)c1ccc(Br)cc1 (some centres not stated) the results were AmpC inh no detg 135%[activator], AmpC inh detg -10%, LmPK inh -1%, TbPYK inhibitor -8%, AMA1 RON2 block 3%, HCMV inh -16 and HCV inh 44%[activator].
O=C(Nc1ccccc1-c1nnn(CC(=O)N2CCc3ccccc3C2)n1)C1CCC1 was read as AmpC inh detg 2%, LmPK inh 3%, TbPYK inhibitor 5%, AMA1 RON2 block 8%, HCMV inh -6 and HCV inh inconclusive.
`O=C(NC1CCCCCCC1)c1cccc(Cl)c1` gave AmpC inh no detg -26%, AmpC inh detg -5%, LmPK inh -4%, TbPYK inhibitor -15%, AMA1 RON2 block 4%, HCMV inh -26 and HCV inh 0%.
O=C(CNCCC1=CCCCC1)Nc1ccccc1N1CCCCCC1 was read as AmpC inh no detg 61%[activator], AmpC inh detg inconclusive, LmPK inh 4%, TbPYK inhibitor 14%, AMA1 RON2 block -16%, HCMV inh -22 and HCV inh inconclusive.
Screening O=C(Nc1ccccc1C(=O)N1CCCC1)c1ncoc1-c1cccc(Cl)c1 returned AmpC inh no detg 130%[activator], AmpC inh detg -3%, LmPK inh 2%, TbPYK inhibitor -1%, AMA1 RON2 block 4%, HCMV inh 4 and HCV inh 6%.
